Screening data deposited in PubChem by several laboratories.
PolyA inhibitor: polyadenylation inhibitors in yeast reporter cells, primary screen, luminescence, S. cerevisiae; S. cerevisiae SKY197-pL101 polyadenylation reporter, beta-gal luminescence; efflux-impaired pdr1/pdr3 knockout yeast; score 100 = 6 SD above DMSO; calls only at 12 µM; hit rate 0.02% among 300,000; AID 1875, 2009;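 active = lowest replicate activity score at least 50, where 100 means six control SD above control mean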;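 note: yeast exposed to compound for 9 h at 30 °C; higher score means more reporter readthrough which indicates perturbed polyadenylation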
AI-2 QS mod: Vibrio harveyi AI-2 quorum sensing modulators, primary screen, JMH597 strain, luminescence/OD600 ratio; activity change, % at 7.5 µM; hit rate 0.4% among 300,000; Vibrio harveyi JMH597 AI-2 luminescence/OD600 ratio, 9 h; stronger effect = lower value; strain lacks LuxN and CqsS sensors; 0 = neutral-control median; in the data active = activity change below about -75%, passing the limit was not always enough;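 note: luminescence divided by OD600 gain over 9 h not by final OD600 alone; inactives centre near 13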
TRPC4 block: inhibitors of mouse TRPC4 channel, primary screen, Fluo4 calcium, HEK293 TRPC4beta/mu-opioid cells; Short transient receptor potential channel 4 (Mus musculus), Q9QUQ5; DAMGO-evoked Fluo4 calcium flux; stronger effect = lower value; hit rate 0.39% among 300,000; B-score at 10 µM;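 active = B-score over 3 SD under the library average, no early fluorescence shift, positive overall ratio signal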
Target sequence (Q9QUQ5 whole entry, looked up): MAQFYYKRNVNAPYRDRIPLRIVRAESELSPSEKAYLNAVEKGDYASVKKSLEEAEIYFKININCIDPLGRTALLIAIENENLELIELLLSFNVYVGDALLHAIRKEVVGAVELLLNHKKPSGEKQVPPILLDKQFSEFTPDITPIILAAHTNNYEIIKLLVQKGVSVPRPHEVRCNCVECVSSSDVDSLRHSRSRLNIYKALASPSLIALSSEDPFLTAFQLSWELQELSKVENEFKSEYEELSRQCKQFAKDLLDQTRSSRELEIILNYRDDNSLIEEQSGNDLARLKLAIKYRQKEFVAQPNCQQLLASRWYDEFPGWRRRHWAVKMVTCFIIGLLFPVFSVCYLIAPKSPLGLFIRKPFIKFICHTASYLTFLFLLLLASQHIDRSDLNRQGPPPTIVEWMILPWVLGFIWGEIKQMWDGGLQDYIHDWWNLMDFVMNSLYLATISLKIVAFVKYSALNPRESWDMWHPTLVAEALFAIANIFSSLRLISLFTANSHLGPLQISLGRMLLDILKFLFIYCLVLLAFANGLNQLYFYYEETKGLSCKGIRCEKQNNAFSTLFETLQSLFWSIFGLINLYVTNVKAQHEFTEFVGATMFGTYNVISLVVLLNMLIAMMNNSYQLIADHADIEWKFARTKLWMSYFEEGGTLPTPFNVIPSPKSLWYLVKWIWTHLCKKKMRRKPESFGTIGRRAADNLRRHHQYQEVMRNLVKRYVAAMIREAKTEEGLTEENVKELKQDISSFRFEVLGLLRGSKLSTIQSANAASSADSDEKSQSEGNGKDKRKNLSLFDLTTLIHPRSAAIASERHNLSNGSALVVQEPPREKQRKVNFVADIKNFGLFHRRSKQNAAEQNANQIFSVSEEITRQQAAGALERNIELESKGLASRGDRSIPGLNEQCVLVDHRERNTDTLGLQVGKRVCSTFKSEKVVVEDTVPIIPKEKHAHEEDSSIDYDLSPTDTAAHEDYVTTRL
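System: stable TRPC4beta/mu-opioid receptor HEK293 cells; Dosing: single-point compound dosing; Measured by: Fluo4 Ca2+ flux fluorescence; Read-out basis: per-well B score of integrated baseline-normalized Fluo4 ratio.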
TRPC6 activator: mouse TRPC6 channel activators, primary screen, cell-based, HEK293, membrane potential dye. hit rate 0.13% among 310,000. Short transient receptor potential channel 6 (Mus musculus), Q61143. B-score at 10 µM. HEK293-TRPC6 membrane potential dye fluorescence; stronger effect = higher value;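 active = B-score of the integrated fluorescence ratio above library mean plus 3 SD, and starting fluorescence ratio within library mean plus 5 SD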;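 note: higher score means more depolarization so channel activation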
TRPC6 inhibitor: mouse TRPC6 channel inhibitors, primary screen, cell-based, HEK293, membrane potential dye. Short transient receptor potential channel 6 (Mus musculus), Q61143. ACh-evoked depolarization; stronger effect = lower value. B-score at 10 µM. hit rate 1.1% among 310,000. AID 2553, 2010;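 active = B-score under library mean minus 3 SD, initial fluorescence not abnormally high, positive integrated signal ratio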;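 note: B-score derived from integrated fluorescence ratio over the kinetic read; more negative B-score means stronger inhibition of depolarization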
TRPC4 PAM: positive allosteric modulators of TRPC4, primary screen, cell-based, mouse TRPC4beta, HEK293 mu-opioid, Fluo-4 calcium; Short transient receptor potential channel 4 (Mus musculus), Q9QUQ5; DAMGO EC20, Fluo-4 Ca2+ flux; stronger effect = higher value; B-score at 10 µM; hit rate 0.42% among 310,000; AID 2227, 2009;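 active = B-score of calcium response area above 5 SD of library B-scores, with initial fluorescence ratio within 5 SD of library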;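 note: B-score of integrated fluorescence ratio over time as area under calcium response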
MrgX1 ag: agonists of human MrgX1 receptor, primary screen, HEK293 cells, Fluo-4 calcium flux; Mas-related G-protein coupled receptor member X1 (Homo sapiens), Q96LB2; Fluo-4 calcium fluorescence, agonist mode; stronger effect = higher value; B-score at 10 µM; hit rate 0.44% among 310,000;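 active = calcium response B-score plate-corrected fluorescence ratio at least 3 library SD, with starting fluorescence B-score inside 5 SD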
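Test system: Stable human MrgX1 HEK293 cell line | Schedule: Overnight plating before 1 h dye loading | Read-out basis: Baseline-normalised fluorescence change ratio, B-scored | Detection: Kinetic calcium dye fluorescence, Fluo-4 NW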
HIF act: HIF pathway transcriptional activators, primary screen, cell-based, U2OS HRE-luciferase, luminescence; U2OS HRE-luciferase reporter; normalized: DMSO 0%, desferrioxamine 100%; activation, % at 7.5 µM (by protocol); hit rate 0.32% among 300,000;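 active = mean activation of at least 10% of the iron chelator positive control signal, with at least half of replicates also reaching 10%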
MrgX1 antagonist: antagonists of human MrgX1 receptor, primary screen, HEK293 cells, Fluo-4 calcium flux. BAM8-22 antagonism; stronger effect = lower value. hit rate 1.3% among 310,000. Mas-related G-protein coupled receptor member X1 (Homo sapiens), Q96LB2. B-score at 10 µM;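 active = calcium-response B-score plate-corrected more than 3 library SD below zero, starting fluorescence within 5 deviations, no agonist response on first addition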;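 note: peak minus trough fluorescence over baseline after final BAM8-22 challenge near maximal dose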
TRPC4 act: activators of mouse TRPC4 channel, primary screen, Fluo4 calcium, HEK293 TRPC4beta/mu-opioid cells | Short transient receptor potential channel 4 (Mus musculus), Q9QUQ5 | Fluo4 calcium fluorescence; stronger effect = higher value | B-score at 10 µM | hit rate 0.49% among 310,000;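 active = B-score above 5 SD of library B-scores, and initial fluorescence ratio not above library mean plus 5 SD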;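 note: positive B-score marks a calcium rise read as TRPC4 activation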
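System: HEK293 cells stably co-expressing mouse TRPC4beta and mu-opioid receptor; Schedule: Fluo4 dye loading 45 min at room temperature, 110 s recording; Detection: Fluo4 fluorescence, kinetic; Evaluation: B-scored integrated calcium fluorescence ratio; Controls: buffer (low) and maximal DAMGO (high).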
MrgX1 PAM: positive allosteric modulators of MrgX1, primary screen, HEK293 cells, Fluo-4 calcium flux | FDSS; stronger effect = higher value | B-score at 10 µM | hit rate 0.63% among 310,000 | AID 588675, 2011;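 active = plate-corrected calcium response at least 3 library SD above typical, normal starting fluorescence, not activating the receptor alone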;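 note: compound read alongside a low EC10 to EC30 dose of BAM8-22 agonist; peak minus trough fluorescence over baseline measured at the second addition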
Active calls of the source: *; i = inactive; . = not tested or not shown. Some of the compounds tested (hit frequency here may not be typical).

smiles | PolyA inhibitor | AI-2 QS mod | TRPC4 block | TRPC6 activator | TRPC6 inhibitor | TRPC4 PAM | MrgX1 ag | HIF act | MrgX1 antagonist | TRPC4 act | MrgX1 PAM
Cc1cc(Cl)c2oc(C(=O)N3CCCCC3CCN3CCCC3=O)c(C)c2c1 (configuration not stated) | i | 19.7 | i | i | i | i | i | -0.3 | i | i | i
CCNC(=S)NNC(=O)c1cc(CC(C)C)nc2ccccc12 | i | 6.4 | i | i | i | i | i | -0.3 | i | i | i
CC(=O)c1cccc(NC(=O)NCCc2ccc(Cl)cc2)c1 | i | 5.7 | i | i | i | i | i | 0.8 | i | i | i
CCOc1ccccc1C(=O)Nc1ccc(S(=O)(=O)N2CCOCC2)cc1 | i | 2.9 | i | i | i | i | i | -0.3 | i | i | i
CCC1Nc2ncnc(N3CCOCC3)c2N(Cc2ccccc2)C1=O (configuration not stated) | i | 15.7 | i | i | i | i | i | 0.2 | i | i | i
CCn1cc(C(=O)N[C@@H](CCSC)C(=O)NCCN2CCOCC2)c(=O)c2cc3c(cc21)OCO3 | i | 12.2 | i | i | i | i | i | -0.2 | i | i | i
O=C(N/N=C1\CCS(=O)(=O)c2ccc(F)cc21)c1ccc([N+](=O)[O-])cc1 | i | 15.2 | i | i | i | i | i | 0.0 | i | i | i
CN(c1ccc(Cl)cc1)c1cc(=O)n(C)c2ccccc12 | i | -1.3 | i | i | i | i | i | 0.8 | i | i | i
COc1cc(/C=N/NC(=O)COc2ccccc2C)ccc1OC(=O)c1cccs1 | i | 10.9 | i | i | i | i | i | 0.2 | i | i | i
Cc1cccc(NC(=O)c2cc(Cl)nc3ccccc23)c1 | i | 31.0 | i | i | i | i | i | -0.4 | i | i | i
Cc1cc2n(n1)C(c1ccc3c(c1)OCO3)Nc1ccccc1-2 (configuration not stated) | i | -2.8 | i | i | i | i | i | 1.8 | i | i | i
O=C(NCc1cccnc1)c1noc2c1CCCC2 | i | 29.2 | i | i | i | i | i | -0.2 | i | i | i
CC1CCN(S(=O)(=O)CCNC(=O)c2ccc(F)cc2)CC1 | i | 18.5 | i | i | i | i | i | 0.0 | i | i | i
CC(=O)C1=C(C)NC(=O)CC1c1ccc(Br)cc1 (configuration not stated) | i | -8.8 | i | i | i | i | i | 0.2 | i | i | i
O=[N+]([O-])c1ccc(N2CCC(O)CC2)nc1 | i | 20.0 | i | i | i | i | i | -0.3 | i | i | i
CCc1nc(Nc2ccc(OC)cc2OC)c2oc3ccccc3c2n1 | i | 11.8 | i | i | i | i | i | -0.1 | i | i | i
CC(C)NS(=O)(=O)c1ccc(OCC(=O)Nc2cccc(F)c2)cc1 | i | 22.7 | i | i | i | i | i | 0.4 | i | i | i
COc1ccc(NC(=O)CN(C)C(=O)Cn2c(=O)oc3ccccc32)cc1 | i | 7.5 | i | i | i | i | i | -27.8 | i | i | i
CCCc1cc(=O)oc2cc(OCC(=O)NC(Cc3c[nH]c4ccc(O)cc34)C(=O)O)c(Cl)cc12 (configuration not stated) | i | 14.2 | i | i | i | i | i | 0.0 | i | i | i
Nc1cccc(-c2ccc(CO)o2)c1 | i | 11.1 | i | i | i | i | i | 0.9 | i | i | i
CCN(CC)C(=O)C1=C(C)Nc2nc3ccccc3n2C1c1cccc(OC)c1 (configuration not stated) | i | 28.0 | i | i | i | i | i | 0.6 | i | i | i
COc1ccc(C(=O)NNC(=O)CSc2nnc(C)n2C)cc1 | i | 12.7 | i | i | i | i | i | -0.1 | i | i | i
O=C(Nc1ccnn1C1CCN(Cc2ccccc2)CC1)C1CCOC1 (configuration not stated) | i | 16.7 | i | i | i | i | i | -0.3 | i | i | i
Cc1nc2cc(S(=O)(=O)C(F)(F)F)ccc2s1 | i | 9.1 | i | i | i | i | i | 0.0 | i | i | i
COc1cc(/C=C2\SC(=S)N(N3CCOCC3)C2=O)ccc1O | i | 28.2 | i | i | i | i | i | -0.1 | i | i | i
COc1cc(CNc2ncc(-c3ccc(Br)cc3)n2C)cc(OC)c1O | i | 8.3 | i | i | i | i | i | -26.4 | i | i | i
CCS(=O)(=O)N1CCN(C(=O)c2cc(OC)cc(OC)c2)CC1 | i | 18.9 | i | i | i | i | i | 0.3 | i | i | i
CCO[C@@H]1OC(C(=O)NC2CC2)=C[C@H](c2c[nH]c3ccccc23)[C@H]1CCCO | i | 13.6 | i | i | i | i | i | -1.2 | i | i | i
CON(c1nc(N(C)C)nc(N(C)C)n1)S(=O)(=O)c1ccccc1Cl | i | 22.2 | i | i | i | i | i | -0.3 | i | i | i
C=CCc1cccc(/C=N/NC(=O)CCC(=O)Nc2ccc(C)cc2)c1O | i | 21.8 | i | i | i | i | i | 1.7 | i | i | i
Cc1ccsc1/C=N\NC(=O)c1n[nH]c2c1CCC2 | i | 23.4 | i | i | i | i | i | -1.0 | i | i | i
C=CCN1C2=NCCCN2c2ccccc21 | i | 22.9 | i | i | i | i | i | 0.2 | i | i | i
Cc1cccc(S(=O)(=O)N(CC(=O)Nc2ccccc2C)Cc2ccco2)c1 | i | -11.3 | i | i | i | i | i | 0.0 | i | i | i
O=C(CN1CCN(C(=O)C2CCCO2)CC1)Nc1ccc(Cl)cc1 (configuration not stated) | i | 11.6 | i | i | i | i | i | 0.3 | i | i | i
Cc1nc(CN2CCN(C(=O)CCc3nnc(Cc4c[nH]c5ccccc45)o3)CC2)cs1 | i | 18.0 | i | i | i | i | i | 0.0 | i | i | i
O=C(O)CNC(=O)/C(=C/c1ccco1)NC(=O)/C=C/c1ccccc1 | i | 27.5 | i | i | i | i | i | 0.1 | i | i | i
Cn1cc(-c2ccccc2C(N)=O)c(=O)c2cc(Cl)ccc21 | i | 7.6 | i | i | i | i | i | -0.3 | i | i | i
O=c1cc(N2CCc3ccccc32)[nH]c(=O)n1Cc1ccc(F)cc1 | i | -12.5 | i | i | i | i | i | -0.7 | i | i | i
CC(=O)NC12CC3CC(C)(C1)CC(NC(C)=O)(C3)C2 | i | 13.7 | i | i | i | i | i | -0.3 | i | i | i
CC1CCN(c2oc(-c3ccc(F)cc3)nc2C#N)CC1 | i | 2.9 | i | i | i | i | i | 1.4 | i | i | i
CCCCOc1ccc(Nc2nc(C)cc(C)c2C#N)cc1 | i | 11.2 | i | i | i | i | i | 0.3 | i | i | i
S=C(NC1CCCC1)N1CCN(c2ncccn2)CC1 | i | 8.1 | i | i | i | i | i | 0.0 | i | i | i
Cc1ccc(OCC(=O)Nc2ccc(S(=O)(=O)N3CCN(C)CC3)cc2)cc1 | i | 5.5 | i | i | i | i | i | 0.5 | i | i | i
CCOC(=O)Cc1nn[nH]n1 | i | 13.9 | i | i | i | i | i | -0.1 | i | i | i
CC(=O)C1C(c2ccc(F)cc2)C2C(C)=NN=C2CC1(C)O (configuration not stated) | i | 2.8 | i | i | i | i | i | 0.1 | i | i | i
O=C(CC1C(=O)NCCN1Cc1cccc(Oc2ccccc2)c1)NCc1cccnc1 (configuration not stated) | i | 13.2 | i | i | i | i | i | 0.2 | i | i | i
CC1CCN(C(=O)C2c3ccccc3C(=O)N3CCc4ccccc4C23)CC1 (configuration not stated) | i | 18.6 | i | i | i | i | i | 0.6 | i | i | i
COc1ccc(N2C(=O)S[C@@H]3CS(=O)(=O)C[C@@H]32)cc1 | i | 45.2 | i | i | i | i | i | 0.5 | i | i | i
O=C(Cc1ccccc1)NCC(=O)Nc1cc(Cl)ccc1Cl | i | 1.2 | i | i | i | i | . | -0.2 | . | i | .
CCOC(=O)c1c(C)n(C)c2cc(Br)c(C(=O)OC)cc12 | i | 17.0 | i | i | i | i | i | -0.3 | i | i | i
CCn1cc(CN2CCCC(C(=O)Nc3ccc(-c4cscn4)cc3)C2)cn1 (configuration not stated) | i | -1.6 | i | i | i | i | i | 2.2 | i | i | i
CSc1ccc(CN(C)CC(=O)Nc2c(F)cccc2F)cc1 | i | 20.6 | i | i | i | i | i | 0.1 | i | i | i
O=C(c1ccccn1)N1CCCC(N2CCN(c3ccc(F)cc3)CC2)C1 (configuration not stated) | i | 21.1 | i | i | i | i | i | 0.1 | i | i | i
CC(C)(C)NC(=O)NC(=O)CN1CCC(Cc2ccccc2)CC1 | i | 29.4 | i | i | i | i | i | 0.1 | i | i | i
Cc1ccc(NC(=S)N2CCOCC2)c(C)c1 | i | -6.4 | i | i | i | i | i | -11.5 | i | i | i
COc1ccccc1CNS(=O)(=O)c1cc(CN2C(=O)c3cccnc3C2=O)ccc1OC | i | 2.3 | i | i | i | i | i | 0.0 | i | i | i
CN1CCN(CCc2nc3cc(NC(=O)c4ccco4)ccc3n2C)CC1 | i | 20.9 | i | i | i | i | i | 0.7 | i | i | i
COc1ccc(C(=O)NC(NC(=O)c2ccc(OC)cc2)c2ccccc2F)cc1 | i | 17.0 | i | i | i | i | i | 0.2 | i | i | i
Cc1cc(SC(C)C(=O)O)nc2ccccc12 (configuration not stated) | i | 22.3 | i | i | i | i | i | -0.8 | i | i | i
O=C(c1ccccc1Nc1ccc(SC(F)F)cc1)N1CCCCCC1 | i | 7.2 | i | i | i | i | i | -0.3 | i | i | i
